MLL CXXC-DNA inh = inhibitors of human MLL CXXC domain-DNA interaction | Q03164 | MLL-CXXC / FITC-HOXA9 DNA fluorescence polarization | Potency, µM (series often up to 115 µM), inactives show top-dose activity change, negative = inhibition, actives largely listed as inhibitors | actives 0.037% (n = 290,000) | AID 2662; active means well fitted inhibition curve with a large enough effect in the polarisation, with a control signal flat, not every such curve was filed as active; inconclusive means small, poorly fitted or top-dose-only effect, or effect the other way, or a change in a side signal; inactive means no such curve, though single readings can be large or run the other way; the % refers to the polarisation; further: potency means the concentration at half of the fitted maximal effect
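Fluorescence polarization: 7 uM MLL-CXXC (stock) preincubated 5 min with compounds, then 50 nM fluorescein-HOX-A9 DNA (stock) added; 30 min ambient. Buffer 50 mM Tris-HCl pH 7.5, 50 mM NaCl, 1 mM DTT, 0.05% BSA.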
S-ASM inh = human S-ASM enzyme inhibition; placental ASM, HMU-PC fluorogenic substrate, 60 min; Potency, µM (top dose mostly 57.5 µM), without a hit: at the highest dose activity change, negative = inhibition, actives largely listed as inhibitors; actives 0.006% (n = 340,000); AID 504937; further: potency means the concentration at half of the fitted maximal effect
Target sequence (P17405 47-631 limits assumed): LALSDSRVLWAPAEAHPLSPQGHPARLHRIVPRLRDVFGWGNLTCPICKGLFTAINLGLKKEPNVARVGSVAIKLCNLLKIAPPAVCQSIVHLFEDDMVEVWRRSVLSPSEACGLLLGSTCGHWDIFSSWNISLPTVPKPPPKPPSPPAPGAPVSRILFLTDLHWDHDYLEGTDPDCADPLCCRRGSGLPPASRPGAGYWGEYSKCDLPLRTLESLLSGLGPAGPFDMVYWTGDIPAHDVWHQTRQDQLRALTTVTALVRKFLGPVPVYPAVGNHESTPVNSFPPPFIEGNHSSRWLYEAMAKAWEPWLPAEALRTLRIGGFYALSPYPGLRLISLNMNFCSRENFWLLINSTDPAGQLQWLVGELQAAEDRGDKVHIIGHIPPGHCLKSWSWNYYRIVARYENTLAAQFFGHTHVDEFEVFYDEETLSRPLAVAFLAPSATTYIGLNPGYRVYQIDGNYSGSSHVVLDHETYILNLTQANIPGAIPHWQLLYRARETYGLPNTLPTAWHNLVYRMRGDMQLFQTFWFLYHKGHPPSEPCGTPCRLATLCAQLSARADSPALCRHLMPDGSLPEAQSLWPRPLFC
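Fluorogenic HMU-PC substrate (9 uM final) is turned over by placental ASM in 60 min at 37 C after a 10 min compound preincubation. Reaction ended by alkaline stop (pH 10), with fluorescence read at 386/447 nm.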
GALK inhibitor = blocks human galactokinase activity | Purified GALK, Kinase-Glo residual ATP luminescence | Potency, µM (top dose mostly 57.5 µM), without a hit: at the highest dose activity change, negative = inhibition, hits mostly inhibitors | actives 0.007% (n = 270,000); further: potency means the concentration at half of the fitted maximal effect; on the % scale 0 is the no-effect control and ±100 the full control effect
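Galactose (100 uM) and ATP (35 uM) were turned over by 5 nM GALK for 1 h at RT. Kinase-Glo Plus then converted the remaining ATP into a luminescent signal.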
TRPV1 ag = human TRPV1 agonism; TRPV1-expressing cells, Fluo-8 calcium influx, agonist mode; Q8NER1; actives 0.19% (n = 320,000); activation, % at 8.33 µM; in the data active means activation above about 80%; inconclusive means between about 30% and that limit; further: 0% is about no effect
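Cells expressing TRPV1 were dye-loaded with Fluo-8 and read kinetically: 10 s baseline, 3 min after compound (agonist portion), then 2 min after EC20 capsaicin (allosteric enhancer portion). Calcium-bound dye fluorescence at 480/520 nm.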
Integrin act MD = integrin-mediated muscular dystrophy alleviation activation | AID 624291 | actives 0.064% (n = 350,000) | Potency, µM (top dose mostly 38.3 µM), inactives show top-dose activation, most hits filed as activators | alpha7betagal myoblasts, beta-gal FDG fluorescence, 48 h;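 further: potency means the concentration at half of the fitted maximal effect; 100% = response of the positive control SU9516; nearly all actives have a fitted effect of over 60% in size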
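alpha7betagal+/- myoblasts (passage 13, 250/well) treated 48 h at 37C with compounds at 1:260 dilution of DMSO stock. Lysed, then beta-galactosidase activity read as FDG fluorescence (ex 480/em 540) after 30 min, with pre-read for autofluorescence.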
KCNH2 3.1 inh = KCNH2 3.1 (human) potassium channel inhibition | U2OS KCNH2 3.1, thallium flux FluxOr; hits give low values | activity change, % (tested at about 1.8 µM) | actives 0.95% (n = 340,000) | AID 720553;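 active means maximum activity change below -70%; inconclusive means maximum activity change from -70% to -50%; inactive means maximum activity change above -50%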;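 further: thallium influx rate constant from kinetic fluorescence after stimulation buffer; on the % scale 0 is the no-effect control and ±100 the full control effect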
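Channel expression came from 3.1 mutant virus (1.77 x 10^8 /mL) applied to suspended U2OS cells for 4 h. Flux was tracked with FluxOr dye plus Red40 quencher, and kinetic rate constants normalized to controls.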
KCNH2 WT inh = inhibitors of human wildtype KCNH2 potassium channel | Q12809 | AID 720551 | actives 0.37% (n = 340,000) | U2OS, BacMam KCNH2, thallium flux FluxOr; hits give low values | activity change, % at 1.84 µM;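 active means maximum activity change below -70%; inconclusive means maximum activity change between -70% and -50%; inactive means maximum activity change above -50%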; further: on the % scale 0 is the no-effect control and ±100 the full control effect
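U2OS cells were transduced with wild-type KCNH2 virus (2.03 x 10^8 / mL) for 4 h at room temperature, then cultured overnight at 37 C. Thallium flux was read with FluxOr dye. Rate constants were normalized to DMSO controls.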
FBPA coupling cs = counter-screen for Giardia aldolase inhibitors: coupling enzyme system. coupling enzyme system counterscreen, AmpLite Red fluorescence. activity change, negative = inhibition, % at 58.2 µM, hits read low. actives 0.67% (n = 290,000). AID 2472; in the data active means activity change below about -30%; further: on the % scale 0 is the no-effect control and ±100 the full control effect
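Counterscreen of the coupled detection system alone, without aldolase: glyceraldehyde-3-phosphate coupling enzymes plus AmpLite Red readout. Compounds at 57.5 uM final, 10 min RT preincubation, 20 min RT reaction, fluorescence 525/598 nm.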
MBNL1-CUG inh = blocks human MBNL1 binding to CUG repeat RNA; Q9NR56; TR-FRET MBNL1-His/biotin-(CUG)12 binding, 665/545 ratio; Potency, µM (titrated, usually from 57.5 µM), for the others: top-dose activity change, negative = inhibition, most hits filed as inhibitors; actives 0.036% (n = 280,000); AID 2675; active means well fitted inhibition curve with a large enough effect in the signal ratio, with a control signal flat, not every such curve was filed as active; inconclusive means small, poorly fitted or top-dose-only effect, or effect the other way, or a change in a side signal; inactive means no such curve, though single readings can be large or run the other way; the % refers to the signal ratio; further: potency means the concentration at half of the fitted maximal effect; on the % scale 0 is the no-effect control and ±100 the full control effect
Target sequence (Q9NR56 whole entry, looked up): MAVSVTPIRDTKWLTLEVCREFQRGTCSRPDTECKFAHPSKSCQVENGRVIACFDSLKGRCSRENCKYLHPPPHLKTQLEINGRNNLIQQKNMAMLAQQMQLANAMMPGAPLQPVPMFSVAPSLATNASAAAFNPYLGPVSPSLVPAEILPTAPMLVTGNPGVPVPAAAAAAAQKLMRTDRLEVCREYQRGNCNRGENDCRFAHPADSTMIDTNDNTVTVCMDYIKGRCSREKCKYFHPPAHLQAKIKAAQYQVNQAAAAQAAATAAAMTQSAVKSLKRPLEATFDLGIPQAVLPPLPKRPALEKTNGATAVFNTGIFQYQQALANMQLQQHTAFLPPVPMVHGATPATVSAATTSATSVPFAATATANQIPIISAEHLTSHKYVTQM
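TR-FRET readout: Ex 340 nm, 665/545 nm emission ratio, normalized to buffer-only (basal) and MBNL1-(CUG)12 controls. Complex of MBNL1-His with Biotin-(CUG)12, compounds 92 nM–58 uM, incubated 60 min at room temperature.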
AT treatment = candidate therapy for ataxia-telangiectasia. […] A-T fibroblasts, KAP-1 phosphorylation AlphaLISA; neocarzinostatin DNA damage 30 min before lysis. Potency, µM (highest dose often 57.5 µM), inactives show at the top dose activation, most hits filed as activators. actives 0.19% (n = 320,000); further: potency means the concentration at half of the fitted maximal effect; % of control where 0% means no effect; nearly all actives have a fitted effect of over 45% in size
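ATM-like activity read as KAP-1 phosphorylation via AlphaLISA donor/acceptor antibody pairs after lysis and 6 hr at 25C. Cells were ATM-null patient fibroblasts ([…], hTERT), dosed 60 min, then exposed to the DSB inducer NCS for 30 min.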
Numbers without * were called inactive; ? = inconclusive; . = no result given; [ ] = remark or other dose. Unless noted, the call rests on the fitted dose curve; in most records, active means well fitted curve in the direction sought with a large enough effect; inconclusive means small, poorly fitted or top-dose-only effect, or another doubt; inactive means no such curve, though single readings can be large; an effect the other way counts as inactive or inconclusive.

SMILES | MLL CXXC-DNA inh | S-ASM inh | GALK inhibitor | TRPV1 ag | Integrin act MD | KCNH2 3.1 inh | KCNH2 WT inh | FBPA coupling cs | MBNL1-CUG inh | AT treatment
Cc1ccc(/C([O-])=C(/C(=S)NCCN2CCOCC2)[n+]2ccccc2)cc1[N+](=O)[O-] | 0.5% | 0.8% | 1.6% | 0.9 | -30.7% | 6.4 | -1.7 | -6.9 | 7.0% | -2.3%
Cc1cccc(C)c1NC(=S)N(CCCN1CCOCC1)Cc1cccnc1 | -7.0% | 2.0% | -0.4% | 2.0 | 17.2% | 1.3 | -0.9 | 0.8 | -9.3% | 1.1%
C/C(=N\Nc1nccnc1Cl)c1ccc(Cl)c(Cl)c1 | -1.0% | -7.6% | 6.0% | -3.9 | 19.4% | 11.0 | 3.0 | 3.3 | 7.8% | 1.3%
CCOCCCNc1nc2c(C)cccn2c(=O)c1/C=C1\SC(=S)N(CC(C)C)C1=O | ? | 0.4% | -2.3% | 3.6 | 2.0% | 10.0 | -10.3 | -0.3 | -3.1% | -4.0%
CCOC(=O)Cn1c(=O)oc2cc(S(=O)(=O)N3CCN(c4ccccn4)CC3)ccc21 | -12.8% | -6.4% | -0.4% | 3.8 | 4.8% | 19.8 | -6.9 | -0.7 | 2.9% | 7.4%
O=S1(=O)c2ccc(Br)cc2N2CCC[C@H]2CN1Cc1ccccc1 | . | -3.2% | . | . | -15.0% | -3.7 | -18.9 | . | . | 11.1%
CC(=O)c1c(C)[nH]c(C(=O)NCc2cccs2)c1C | -2.5% | 4.5% | 1.0% | 3.2 | ? | 10.2 | -2.2 | -1.1 | -8.6% | -7.7%
COc1cccc(CN(C)CCCn2ccc(NC(=O)OCc3ccccc3)nc2=O)c1 | . | 1.4% | . | . | 5.2% | -5.5 | -0.5 | . | . | .
Cc1n[nH]c(C)c1S(=O)(=O)N1CCOCC1 | 0.7% | 2.7% | -0.6% | -0.4 | -9.5% | 1.1 | -11.9 | 1.0 | -4.7% | -1.9%
CCOCCOC(=O)c1ccc(NC(=O)c2cc3ccccc3o2)cc1 | . | -3.6% | . | . | -12.9% | -3.1 | -25.7 | . | . | .
CCCN1CCC(=O)N([C@H](CSc2ccc(OC)cc2)Cc2ccccc2)CC1 | 1.6% | 7.8% | -1.5% | -3.7 | -1.1% | -100.6* | 7.5 | -4.2 | 2.9% | -12.9%
COC(=O)c1ccccc1NC(=O)N1CSC[C@H]1C(=O)OC | -6.7% | 4.0% | 2.5% | 6.9 | -16.5% | -1.7 | -7.4 | -0.4 | 5.9% | -9.3%
O=C(c1ccccc1Cl)N1CCn2c1nc1ccccc12 | 24.2% | 1.3% | 0.9% | 8.0 | 6.4% | -7.2 | 2.4 | 0.2 | -8.5% | 1.5%
CN(CC1CCCN(CCc2ccc(Cl)cc2)C1)C(=O)c1ccc2nc[nH]c2c1 (stereo not drawn) | 7.9% | 4.4% | 1.5% | -3.9 | -38.0% | ? | 5.0 | . | -19.0% | 3.4%
CCC(C)[C@H](NC(=O)N1CC(=O)Nc2ccccc21)C(=O)NC(C)CCc1ccccc1 (stereo partly drawn) | -0.2% | -3.9% | -6.7% | 5.1 | 5.9% | 5.1 | . | . | -9.8% | -4.8%
CC1CCCN(CC(=O)Nc2ccc(S(=O)(=O)NC3CCCCC3)cc2)C1 (stereo not drawn) | 2.5% | 1.1% | 0.1% | 18.8 | 1.6% | -31.2 | 15.0 | -6.4 | -0.8% | 3.8%
N#C/C(C(=O)N1CCOCC1)=C1/SC(Cc2ccccc2)C(=O)N1c1ccccc1 (stereo not drawn) | -0.4% | -1.2% | 0.2% | -1.6 | 6.1% | -6.4 | -4.0 | 1.3 | 2.3% | -0.8%
O=C(O)COc1ccc(/C=C/C(=O)c2ccc(C3CCCCC3)cc2)cc1 | 12.1% | 6.5% | 0.1% | -0.4 | -5.1% | -19.5 | -6.5 | 8.3 | -7.7% | 8.0%
CO/N=C/c1ccc(N2CCOCC2)c([N+](=O)[O-])c1 | -0.6% | -0.3% | 0.1% | -1.0 | -7.2% | 4.1 | -17.7 | 0.6 | ? | 2.2%
COc1ccc(NS(=O)(=O)c2c(C)cc(C)cc2C)cc1 | 18.4% | -6.3% | 0.0% | 5.3 | 16.3% | 4.8 | -3.3 | -9.1 | -1.8% | 3.7%
CN1CCN(CCOC2Cc3ccccc3Sc3ccc(Cl)cc32)CC1 (stereo not drawn) | 1.1% | -3.4% | . | 3.3 | -33.1% | -91.2* | ? | -5.7 | 11.3% | 2.2%
Cc1cccc(NC(=O)Cc2noc3ccccc23)c1 | -16.0% | -2.1% | 1.7% | -0.9 | 14.5% | 5.6 | -9.2 | 1.0 | ? | .
CC(C)c1ccc(/C=N/n2nnnc2Nc2ccccc2)cc1 | 16.5% | 13.4% | 0.3% | 5.4 | 2.2% | -14.1 | 8.7 | 3.2 | -7.4% | 0.3%
CCC(NC(=O)Cn1cnc2c(=O)n(C)c(=O)n(C)c21)c1ccccc1 (stereo not drawn) | 0.6% | 5.9% | -2.4% | 0.7 | 16.8% | 7.2 | -3.9 | 3.8 | 0.9% | -2.7%
O=C(CCNS(=O)(=O)c1ccccc1)OCC(=O)c1ccc(Br)cc1 | . | -1.5% | . | 3.6 | -24.9% | 23.6 | -5.9 | . | . | -1.9%

Part of the list above with just MLL CXXC-DNA inh, FBPA coupling cs and KCNH2 WT inh.
SMILES	MLL CXXC-DNA inh	FBPA coupling cs	KCNH2 WT inh
Cc1ccc(/C([O-])=C(/C(=S)NCCN2CCOCC2)[n+]2ccccc2)cc1[N+](=O)[O-]	0.5%	-6.9	-1.7
Cc1cccc(C)c1NC(=S)N(CCCN1CCOCC1)Cc1cccnc1	-7.0%	0.8	-0.9

Going on with the list.
SMILES | MLL CXXC-DNA inh | S-ASM inh | GALK inhibitor | TRPV1 ag | Integrin act MD | KCNH2 3.1 inh | KCNH2 WT inh | FBPA coupling cs | MBNL1-CUG inh | AT treatment
CCc1ccc(NC(=O)CCNS(=O)(=O)c2cccs2)cc1 | -1.5% | -1.5% | -3.5% | 2.3 | -10.3% | -26.4 | -11.3 | -0.9 | -3.1% | 1.3%
CCN(CC)C(=O)Oc1ccc(Cl)c2cccnc12 | 14.0% | -0.3% | -1.6% | 3.5 | 12.6% | 4.0 | 1.0 | -0.4 | 6.9% | 2.5%
OCCN1CCN(C(=S)NC2CCCC2)CC1 | 42.0%[activator] | -0.5% | -1.2% | 2.8 | 9.5% | -11.2 | -4.3 | 2.6 | 1.6% | 0.7%
COc1ccc2nc(N/C(=N/S(=O)(=O)c3cccs3)c3ccccc3Cl)sc2c1 | -1.9% | -2.5% | 1.2% | 4.3 | 3.7% | 5.3 | -5.0 | 11.5 | 1.0% | -3.2%
Cc1ccc(S(=O)(=O)N2CCCC2CNC(=O)C(=O)Nc2ccc(F)cc2)cc1 (stereo not drawn) | . | -5.7% | . | -3.2 | 22.9% | -11.9 | 25.6 | . | . | 10.7%
Cc1c(Cl)cccc1NC(=O)Cn1c(-c2ccc(F)cc2)noc1=O | 1.1% | 5.2% | 0.1% | -7.9 | 37.1% | -0.3 | -5.8 | -3.9 | -3.2% | 0.2%
CC(=O)c1ccc(NC(=O)CO/N=C(\C)c2cccs2)cc1 | -3.6% | 0.9% | 0.6% | 5.6 | 5.9% | 2.2 | -0.5 | -2.5 | -2.8% | 2.1%
COC(=O)CSc1nnc(CNC(=O)Cc2ccccc2)n1-c1ccccc1OC | -10.2% | 7.3% | -0.4% | -2.6 | 14.8% | 6.0 | -0.5 | 3.2 | -2.3% | 6.0%
COC(=O)C(C)NC(=O)C12CC3CC(C1)CC(c1ccc(C)cc1)(C3)C2 (stereo not drawn) | 5.2% | -1.9% | 0.2% | 3.6 | 24.5% | 0.4 | 0.1 | 1.7 | -14.1% | -9.1%
COc1cc(/C=C/C(=O)Nc2ccc(S(=O)(=O)Nc3ncccn3)cc2)ccc1OCC#N | . | 8.3% | . | . | -12.0% | 1.4 | 10.7 | . | . | .
CCCC(=O)Nc1ccc2c(c1)nc(CCNC(=O)c1ccccc1)n2C | -9.1% | 6.0% | 1.2% | -1.6 | 20.8% | -18.0 | -2.9 | -0.5 | -2.3% | .
COC(=O)CCC(=O)N1CCc2cc(S(=O)(=O)N3CCc4ccccc43)ccc21 | 7.6% | -2.5% | -0.8% | -3.8 | 19.2% | -13.0 | 2.4 | 1.0 | 1.5% | 3.4%
CC1CN(C(=O)Nc2ccc3snnc3c2)c2ccccc21 (stereo not drawn) | 5.8% | -0.8% | -0.9% | ? | -7.2% | -2.6 | -4.6 | -8.5 | 11.6% | 11.7%
COc1ccccc1-n1c(SCC(=O)N(C)C2CCS(=O)(=O)C2)nc2ccccc2c1=O (stereo not drawn) | -3.5% | 5.0% | 6.9% | -2.1 | -18.5% | -3.2 | 4.6 | 0.3 | -0.2% | 3.6%
